Assay outcomes as filed in PubChem.
NadD block – NadD (S. aureus) enzyme inhibition | purified NadD enzyme, colorimetric absorbance read-out | inhibition, % at 20 µM | 360,000 compounds, 0.78% hits; in the data active = inhibition above about 26%; note: some compounds past the cut are filed as inactive
Rpn11 block – inhibitors of human proteasome Rpn11; O00487; human 26S proteasome, Ub4-pepOG fluorescence polarization; 20S core pre-blocked with epoxomicin; calls only at 20 µM; 360,000 compounds, 0.59% hits;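 active = inhibition at 20 µM, scaled to each plate's controls, above about 33%, limit read from the data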
Target sequence (O00487 whole entry, looked up): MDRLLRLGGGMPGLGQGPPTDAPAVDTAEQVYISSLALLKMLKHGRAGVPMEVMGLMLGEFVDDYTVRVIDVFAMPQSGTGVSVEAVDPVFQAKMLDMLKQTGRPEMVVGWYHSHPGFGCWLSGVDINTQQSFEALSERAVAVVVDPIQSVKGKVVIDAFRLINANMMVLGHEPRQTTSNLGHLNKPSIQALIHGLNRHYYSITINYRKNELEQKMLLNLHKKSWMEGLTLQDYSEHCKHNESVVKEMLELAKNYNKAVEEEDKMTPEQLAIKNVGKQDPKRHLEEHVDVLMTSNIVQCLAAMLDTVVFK
STEP block – inhibitors of human striatal-enriched phosphatase STEP. recombinant STEP, OMFP fluorogenic substrate, fluorescence. inhibition, % at 20 µM. 360,000 compounds, 0.25% hits. AID 588621;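 active = inhibition at 20 µM, scaled per plate between control wells, above about 37%, limit read from the data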;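 note: 0% = DMSO with enzyme and substrate and 100% = substrate only without enzyme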
Target sequence (P54829 whole entry, looked up): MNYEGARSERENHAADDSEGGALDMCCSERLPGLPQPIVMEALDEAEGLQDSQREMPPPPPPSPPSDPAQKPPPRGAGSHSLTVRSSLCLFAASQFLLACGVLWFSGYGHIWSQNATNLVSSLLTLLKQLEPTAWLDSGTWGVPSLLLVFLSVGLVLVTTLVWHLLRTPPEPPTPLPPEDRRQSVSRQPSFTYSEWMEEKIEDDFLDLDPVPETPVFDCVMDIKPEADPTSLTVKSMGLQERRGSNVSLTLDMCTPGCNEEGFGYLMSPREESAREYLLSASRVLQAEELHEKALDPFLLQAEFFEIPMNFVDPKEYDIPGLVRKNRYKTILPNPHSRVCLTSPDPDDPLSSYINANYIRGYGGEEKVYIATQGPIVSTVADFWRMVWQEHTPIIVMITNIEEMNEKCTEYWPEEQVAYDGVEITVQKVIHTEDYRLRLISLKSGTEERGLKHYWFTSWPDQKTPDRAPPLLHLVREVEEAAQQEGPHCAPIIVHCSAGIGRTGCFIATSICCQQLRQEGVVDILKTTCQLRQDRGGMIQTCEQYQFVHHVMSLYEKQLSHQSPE
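Material: STEP (striatal-enriched tyrosine phosphatase) enzyme, cell-free | Medium: 50 mM Bis-Tris pH 6.0 with 2.5 mM DTT and 0.005% Tween 20 | Read-out: Percent inhibition scaled to no-enzyme and uninhibited-enzyme controls, plate-pattern corrected | Signal: Fluorescence read at 480 nm ex / 540 nm em | Times: 20 min reaction, room temperature, in the dark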
LMPTP block – LMPTP (human) inhibition; P24666; recombinant LMPTP-A, OMFP fluorogenic substrate, fluorescence intensity; inhibition, % at 20 µM; 360,000 compounds, 0.22% hits;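 active = compounds that cut the enzyme signal by at least half of the control window in the single-dose screen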;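 note: plate controls were DMSO wells with enzyme plus substrate for no effect and substrate without enzyme for full effect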
Target sequence (P24666 whole entry, looked up): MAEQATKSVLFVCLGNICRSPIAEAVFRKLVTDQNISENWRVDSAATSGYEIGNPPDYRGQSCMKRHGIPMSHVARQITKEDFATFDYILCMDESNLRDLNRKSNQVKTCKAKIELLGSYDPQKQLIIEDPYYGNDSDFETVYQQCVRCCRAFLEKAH
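Material: LMPTP-A; amount: 0.625 nM enzyme; doses: single 20 µM dose; times: reaction 50 min, room temperature, dark; technique: fluorescence intensity of OMFP turnover product; benchmarks: no-enzyme and uninhibited controls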
DNMT1 inh – inhibitors of human DNMT1; P26358; DNMT1 molecular beacon, Hinp1I cleavage, fluorescence; inhibition (reported as % activation of signal), % at 10 µM; 360,000 compounds, 0.83% hits; AID 588458; in the data active = inhibition above about 50%
SUMO1-SIM PPI – SUMO1-SIM interaction modulation | SUMO1 binding to a labelled peptide, TR-FRET, 1 h | inhibition, % at 20 µM | 360,000 compounds, 0.33% hits | AID 602429 | P63165; in the data active = inhibition above about 37%
NRP1-CendR mod – NRP-1/CendR interaction modulation; 360,000 compounds, 0.85% hits; O14786; inhibition, % at 25 µM; AID 602438; FAM-RPARPAR peptide binding to NRP-1, fluorescence polarization;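 active = inhibition or corrected inhibition above about 18%, plus a signal ratio from 0.5 to 1.5, limit read from the data, passing the limit was not always enough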; note: strong numbers were not always called active
MT1-MMP act inh – blocks activation of human MT1-MMP; 360,000 compounds, 0.061% hits; GFP/RFP ratio change, % at 20 µM; HT1080 RFP-PRO-GFP cells, GFP/RFP ratio fluorescence, overnight; percent of plate control window, DMSO zero; P50281;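 active = GFP/RFP ratio change of at least 30% with cell ATP level not reduced by more than half and red fluorescence within 50% of control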; note: strong numbers were not always called active
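Assay system – RFP-PRO-GFP reporter HT1080 cells · Compound dosing – single dose of 20 µM compound, 1% DMSO final · Incubation – overnight compound exposure at 37 °C · Measure – GFP/RFP fluorescence ratio · Benchmarks – DMSO wells and RFP-L50D-GFP cells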
SKN-1 block – C. elegans SKN-1 inhibition; 360,000 compounds, 0.49% hits; C. elegans VP596 Pgst-4::GFP/RFP ratio, acrylamide-induced, 24 h; inhibition, % at 21.8 µM;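 active = interference check ratio from 0.5 to 1.5 plus GFP to RFP signal ratio inhibition reaching or exceeding a fixed threshold, cut at about 30% in these data, passing the limit was not always enough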; note: some compounds called inactive have numbers as strong as hits
Scp-1 inhibitor – blocks human Scp-1 phosphatase activity. Recombinant Scp1, phosphopeptide, malachite green phosphate absorbance. 340,000 compounds, 0.88% hits. inhibition, % at 20 µM;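 active = inhibition above about 50% at 20 µM, limit read from the data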;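 note: plate controls were DMSO wells with enzyme for no effect and wells lacking enzyme for full effect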
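Material: truncated SCP-1 phosphatase (76-261aa) / Buffer or medium: 50 mM Tris acetate pH 5.5, 0.005% Tween-20, 10 mM MgCl2 / Compound dosing: one concentration, 20 µM, with 1.0% DMSO / Incubation: 45 min room-temperature reaction, 5 min colour, 30 min stabiliser / Detection: colorimetric free-phosphate detection, absorbance 630 nm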
The depositor's hits bear a star; i = inactive; / = not tested or not shown.

SMILES | NadD block | Rpn11 block | STEP block | LMPTP block | DNMT1 inh | SUMO1-SIM PPI | NRP1-CendR mod | MT1-MMP act inh | SKN-1 block | Scp-1 inhibitor
NS(=O)(=O)c1cccc(NC(=O)/C=C/c2cccs2)c1 | -1 | i | 1 | -1.8 | 0 | -21 | -1 | 2 | 9 | -6
COCCNc1ncnc2nc[nH]c12 | -2 | i | 2 | -1.4 | -2 | 0 | 7 | -1 | 6 | -6
O=C(Cc1ccc(F)cc1)NCc1cccnc1 | -3 | i | -1 | -1.2 | 3 | -4 | -2 | -3 | -7 | -4
COc1ccc(Cl)cc1NC(=O)CN(C)C(=O)c1ccc(N2CCCCC2)c([N+](=O)[O-])c1 | 2 | i | 1 | -5.1 | -8 | -55 | -5 | 5 | 12 | -2
COC(=O)CNC(=O)C1Nc2ccc(OC(F)(F)F)cc2C2C=CCC12 (stereo not drawn) | -1 | i | -2 | -0.4 | -2 | 19 | 19 | 4 | 9 | -9
Cc1cccc(OCC(=O)N2CCC(N3CCCCCC3)CC2)c1 | -1 | i | 1 | -2.8 | -10 | 14 | -7 | 3 | -2 | -11
COC(=O)[C@@]1(Cc2ccc(OC)cc2)[C@H]2c3cc(C(=O)N(C)C)n(CCSCCO)c3C[C@H]2CN1C(=O)c1ccccc1 | -1 | i | -2 | 0.7 | -1 | 1 | -5 | -6 | -2 | -1
O=c1[nH]c(Nc2ccccc2)cc2cc(Br)ccc12 | 2 | i | 29 | 32 | 92* | 37 | -16 | -2 | -3 | 2
O=c1ccc(-c2nc3cc(Cl)ccc3n2Cc2ccccc2)c[nH]1 | 10 | i | -3 | -0.3 | -3 | 3 | -7 | 8 | 2 | 13
CCOc1ccc(NCC(=O)N/N=C/C=C/c2ccccc2)cc1 | 20 | i | 0 | -1.3 | -10 | -15 | 3 | 1 | 13 | -6
CSc1nnc(CNS(=O)(=O)c2ccc(F)cc2)n1C | -3 | i | -1 | -0.4 | 1 | 3 | 0 | -2 | -5 | -11
COc1cccc(N2CCN(C(=O)c3ccc(Cl)c(S(=O)(=O)N4CCCCCC4)c3)CC2)c1 | -10 | i | 0 | -2.0 | 9 | 34 | -1 | 1 | 8 | /
N/C(CS(=O)(=O)c1ccccn1)=N\OC(=O)c1ccccc1Cl | -4 | i | -1 | -1.7 | 1 | -3 | -1 | 1 | -13 | -4
Cc1nc(CCNC(=O)Cc2ccc(F)cc2)cs1 | -2 | i | 0 | -2.2 | 5 | 1 | -14 | 4 | -16 | -1
CCOC(=O)c1[nH]c(C)c(C(=O)c2ccc(C)cc2)c1C | -4 | i | 16 | 0.6 | -5 | 3 | -3 | -1 | 0 | -3
Cc1ccc(NC(=O)c2nc3nccc(C)n3n2)c(C)c1 | -3 | i | -2 | -0.7 | 1 | -1 | -3 | 4 | -5 | -5
CN(CCCNC(=O)C1CCCN(S(=O)(=O)c2cnc[nH]2)C1)c1ccccc1 (stereo not drawn) | 2 | i | -1 | 0.2 | 13 | -2 | -5 | 3 | 13 | -9
Cn1cc(/C(Cc2ccccc2)=N\O)c2ccccc21 | -6 | i | 1 | 0.2 | -4 | 1 | 8 | 1 | -5 | -1
CCOC(=O)c1c(NCc2ccccc2)n[nH]c1C | -2 | i | 3 | 0.9 | 1 | 2 | -9 | 4 | 10 | -4
Cc1ccc(S(=O)(=O)N2CCN(c3ccccc3)CC2)cc1 | -8 | i | -2 | -0.2 | -2 | 4 | 14 | -1 | -7 | -6
CC(=O)N(C)c1ccc(NC(=O)C(c2ccccc2)c2ccccc2)cc1 | 2 | i | 0 | -1.7 | 1 | 3 | 10 | -2 | -13 | -7
CC(C)c1cccc(-c2csc(C(C)(O)c3cccc(F)c3)n2)c1 (stereo not drawn) | -8 | i | -2 | 0.9 | -7 | 2 | -14 | -3 | 1 | /
Cc1cc(C)n2nc(C(=O)Nc3ccc4c(c3)CCC4)nc2n1 | 1 | i | -2 | 0.7 | -1 | 2 | 9 | 7 | 15 | 0
Cc1cc(NCCCOC(C)C)n2c(nc3ccccc32)c1C#N | -3 | i | 2 | 7.4 | 9 | -8 | -65 | -4 | -1 | -2
COc1cc(C2NC(=O)NC(C)=C2C(=O)OC2CCCC(C)C2)ccc1O (stereo not drawn) | 3 | i | 0 | 0.7 | -1 | -3 | -4 | 0 | 5 | 4

Next records:
SMILES | NadD block | Rpn11 block | STEP block | LMPTP block | DNMT1 inh | SUMO1-SIM PPI | NRP1-CendR mod | MT1-MMP act inh | SKN-1 block | Scp-1 inhibitor
CC(NC(=O)Oc1cccc2ccccc12)c1ccccc1 (stereo not drawn) | -1 | i | -2 | 0.0 | -5 | 0 | 3 | -5 | 3 | -10
CC(C)CC(=O)Nc1ccc(-c2nnn(CC(=O)NCc3ccco3)n2)cc1 | -1 | i | -2 | -2.7 | 0 | 0 | -7 | 1 | 9 | 6
COc1ccc(OCC(=O)Nc2cccc(OC)c2)cc1 | -10 | i | 0 | -1.5 | -3 | 1 | 3 | 4 | -3 | -7
CCN(CC)CCCSc1nc2ccccc2s1 | -4 | i | 1 | -1.7 | -1 | 1 | 4 | 6 | 4 | -8
O=C(OCc1ccccc1)C1=NNC2C(=O)N(c3ccc(Br)cc3)C(=O)C12 (stereo not drawn) | -4 | i | -1 | 2.5 | 0 | -2 | -9 | -8 | 3 | -4
CN(C)S(=O)(=O)c1cccc(NC(=S)N(CCC#N)Cc2cccnc2)c1 | -6 | i | -2 | -2.3 | -1 | 0 | -11 | 1 | 2 | -1
Cc1ccc([C@H]2C(C(=O)O)=C[C@@H](C(C)(C)C)N2S(=O)(=O)c2ccc(C)cc2)cc1 | 0 | i | -2 | -1.5 | 3 | 2 | -1 | 3 | 1 | -12
COc1c(O)ccc2c1CN1CCc3cc4c(cc3C1C2)OCO4 (stereo not drawn) | 6 | i | 0 | 3.4 | -23 | 1 | 30* | -15 | 20 | 26
COC(=O)C1=C(C)N=C2SC(C#N)=C(N)N2C1c1ccc(OC)cc1 (stereo not drawn) | -4 | i | -4 | -0.1 | -3 | -14 | 4 | 12 | 17 | -3
CCC1(c2ccccc2)NC(=S)N(c2ccc(C)cc2)N1 (stereo not drawn) | -3 | i | -1 | -1.3 | 8 | -2 | 14 | 1 | -6 | -5
CSc1nc(C)cc(SC(C(C)=O)C(=O)Nc2ccccc2)n1 (stereo not drawn) | 5 | i | -2 | 3.8 | 10 | 3 | 8 | -3 | -5 | -9
Cc1nc(NCc2cccnc2)c2c3c(sc2n1)CC(C)CC3 (stereo not drawn) | 3 | i | 0 | 3.1 | -1 | 3 | -12 | 5 | 12 | -14
NC(=O)C1CCN(C2=C(NS(=O)(=O)c3ccccc3)C(=O)c3ccccc3C2=O)CC1 | -2 | i | 4 | 2.1 | 5 | -50 | 4 | 5 | 7 | -2
NC(=O)C1(N2CCCCC2)CCN(CC(=O)Nc2ccccc2-c2ccccc2)CC1 | 7 | i | 0 | -1.2 | -4 | -7 | -2 | 0 | 11 | 0
CC(C)OC(=O)c1cccc(C(=O)Oc2ccccc2)n1 | -4 | i | 1 | -1.2 | -3 | -2 | -4 | 3 | 18 | -3
CCc1cc2c(=O)n(Cc3ccco3)c(SCc3c(C)noc3C)nc2s1 | 4 | i | -1 | 2.7 | -2 | 4 | -12 | -2 | -3 | -14
CSCCC(NC(=O)COc1ccccc1)C(=O)OCc1ccc([N+](=O)[O-])cc1 (stereo not drawn) | -5 | i | -3 | 3.6 | -3 | -15 | 6 | 0 | 10 | -6
COc1ccc(CC(=O)N/N=C/c2cccs2)cc1OC | -4 | i | 2 | -0.2 | 1 | -17 | -4 | -6 | 0 | -7
CC(C(=O)N(C)CC(=O)Nc1ccccc1C(F)(F)F)N1C(=O)c2ccccc2C1=O (stereo not drawn) | 0 | i | 0 | -0.8 | 1 | 0 | 2 | -4 | 12 | -6
COc1ccc(Br)cc1CN1CCSCC1 | 3 | i | 0 | -2.3 | 3 | -1 | -10 | 2 | 10 | -5
Cc1cc(C)n(-c2ncnc3c2oc2ccccc23)n1 | -3 | i | 5 | 1.1 | 1 | -3 | -1 | -1 | -8 | -10
CC(C)(C)NCC(=O)c1c[nH]c2ccccc12 | -2 | i | -4 | -1.2 | 1 | 4 | -2 | -1 | 14 | -2
CC1(C)CN(c2ccc(Br)cc2Br)C1=O | -5 | i | -1 | -0.4 | 2 | 1 | 3 | 2 | 12 | -6
COc1ccc(OC)c(C(=O)COC(=O)c2cc(C)oc2C)c1 | -12 | i | 2 | 1.2 | -1 | -2 | 5 | -1 | -7 | -3
CC(OC(=O)c1cc(S(=O)(=O)N2CCOCC2)ccc1Br)C(=O)N1CCOCC1 (stereo not drawn) | 5 | i | -1 | -1.2 | 5 | 1 | 8 | 1 | 13 | 22

Two entries from above, reformatted:
NadD block | Rpn11 block | STEP block | LMPTP block | DNMT1 inh | SUMO1-SIM PPI | NRP1-CendR mod | MT1-MMP act inh | SKN-1 block | Scp-1 inhibitor | Structure
-5 | i | -3 | 3.6 | -3 | -15 | 6 | 0 | 10 | -6 | CSCCC(NC(=O)COc1ccccc1)C(=O)OCc1ccc([N+](=O)[O-])cc1 (stereo not drawn)
-4 | i | 2 | -0.2 | 1 | -17 | -4 | -6 | 0 | -7 | COc1ccc(CC(=O)N/N=C/c2cccs2)cc1OC

Other structures:
SMILES | NadD block | Rpn11 block | STEP block | LMPTP block | DNMT1 inh | SUMO1-SIM PPI | NRP1-CendR mod | MT1-MMP act inh | SKN-1 block | Scp-1 inhibitor
CCn1c(CCNC(=O)c2ccc(Cl)cc2)n[nH]c1=S | 5 | i | -3 | -0.2 | 2 | 5 | 7 | 0 | 8 | 3
CN(C)c1ccc(C=Cc2cnccn2)cc1 | -1 | i | 2 | 0.8 | -1 | -37 | -65 | -17 | 16 | -12
COc1ccc(OC)c(/C=N/NC(=O)c2cc3c(OC)cccc3[nH]2)c1 | 10 | i | -2 | 2.0 | -5 | 0 | 3 | -1 | 6 | -3
O=C(N/N=C/c1ccc(OCCCF)cc1)c1cc(OCC(F)(F)F)ccc1OCC(F)(F)F | 4 | i | 4 | 0.3 | 6 | -1 | -6 | 3 | 3 | 4
CC(C)C(=O)NC(=S)Nc1ccc(S(=O)(=O)Nc2ccccc2)cc1 | -4 | i | -5 | 3.5 | -2 | -4 | 7 | -15 | -4 | -11
COCCNC(=O)c1cc(Br)ccc1Cl | 0 | i | 0 | -1.3 | 11 | -1 | 4 | 0 | 8 | -10
CCCC1CC(CSc2ncn[nH]2)OC1=O (stereo not drawn) | -3 | i | 0 | -1.7 | 4 | 3 | -1 | 2 | 3 | -8
Cc1ccc(C(=O)N2CCCC(CCC(=O)NCc3ccc(F)c(F)c3)C2)cn1 (stereo not drawn) | 5 | i | -2 | -0.1 | -1 | -3 | 6 | 5 | 2 | 2

An unsorted share of the library; overall some 3.9% were active at least once.
